M4 PAM: human M4 muscarinic receptor positive allosteric modulators, primary screen, CHO-K1 cells, Fluo-8 calcium fluorescence; Muscarinic acetylcholine receptor M4 (Homo sapiens), P08173; CHO-K1 hM4/Gqi5, ACh EC20; 0% = ACh EC20, 100% = maximal ACh; activation, % at 3 µM; actives 0.4% (n = 360,000);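 active means activation above its plate's cutoff, the mean activation of sample wells plus 3 SD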; further: some results filed as inactive read as strong as hits
Target sequence (P08173 whole entry, looked up): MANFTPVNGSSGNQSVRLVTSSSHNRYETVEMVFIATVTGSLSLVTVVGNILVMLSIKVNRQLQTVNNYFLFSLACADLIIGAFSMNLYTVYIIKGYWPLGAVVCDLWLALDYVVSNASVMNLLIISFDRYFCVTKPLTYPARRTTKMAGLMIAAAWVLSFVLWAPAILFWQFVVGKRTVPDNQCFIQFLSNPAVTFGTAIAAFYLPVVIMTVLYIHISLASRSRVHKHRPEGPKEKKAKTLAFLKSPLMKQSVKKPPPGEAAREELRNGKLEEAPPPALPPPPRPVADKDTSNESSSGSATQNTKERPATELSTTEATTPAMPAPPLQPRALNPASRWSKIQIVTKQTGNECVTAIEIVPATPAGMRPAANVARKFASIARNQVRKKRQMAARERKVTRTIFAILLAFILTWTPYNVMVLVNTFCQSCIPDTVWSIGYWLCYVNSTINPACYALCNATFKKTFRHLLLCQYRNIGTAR
M1 PAM parental: nonselective calcium activators in parental CHO-K1 cells, primary screen, counter-screen for M1 PAM project, cell-based, Fluo-8 calcium fluorescence, full deck, 1536-well. actives 0.02% (n = 360,000). ATP EC20; 0% at ATP EC20, 100% at ATP max. activation, % at 3 µM;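 active means activation above the run cutoff, the mean activation of all test compounds plus 3 SD, cut at about 40% in these data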;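 further: peak over basal fluorescence ratio in a 140 s read after ATP addition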
TAAR1 ag: human TAAR1 agonists, primary screen, Fluo-8 calcium fluorescence, CHO RD-HGA16 cells; Trace amine-associated receptor 1 (Homo sapiens), Q96RJ0; actives 0.99% (n = 360,000); vehicle wells 0%, saturating PEA agonist 100%; AID 624467, 2012; activation, % at 3 µM;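 active means activation above the mean activation of all test compounds in the run plus 3 SD, cut at about 38% in these data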
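System: CHO RD-HGA16 cells carrying human TAAR1 plus Gα16; Incubation: 17-24 h seeding, 75 min 37 °C dye, 30 min RT; Measured by: Fluo-8 fluorescence, 5 s baseline then 140 s kinetic read; Control set: DMSO and PEA EC100; Replication: single well for each compound.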
CHRM5 antagonist: human M5 muscarinic receptor antagonists, primary screen, CHO cells, Fluo-8 calcium fluorescence; Muscarinic acetylcholine receptor M5 (Homo sapiens), P08912; CHO-hM5 cells, ACh EC80; inhibition, % at 3 µM; actives 0.59% (n = 360,000); AID 624040, 2012;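 active means inhibition above a per-plate cutoff, the mean of that plate's test compounds plus 3 SD, cut at about 27% in these data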;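 further: 0% = acetylcholine EC80 with DMSO and 100% = DMSO without agonist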
Target sequence (P08912 whole entry, looked up): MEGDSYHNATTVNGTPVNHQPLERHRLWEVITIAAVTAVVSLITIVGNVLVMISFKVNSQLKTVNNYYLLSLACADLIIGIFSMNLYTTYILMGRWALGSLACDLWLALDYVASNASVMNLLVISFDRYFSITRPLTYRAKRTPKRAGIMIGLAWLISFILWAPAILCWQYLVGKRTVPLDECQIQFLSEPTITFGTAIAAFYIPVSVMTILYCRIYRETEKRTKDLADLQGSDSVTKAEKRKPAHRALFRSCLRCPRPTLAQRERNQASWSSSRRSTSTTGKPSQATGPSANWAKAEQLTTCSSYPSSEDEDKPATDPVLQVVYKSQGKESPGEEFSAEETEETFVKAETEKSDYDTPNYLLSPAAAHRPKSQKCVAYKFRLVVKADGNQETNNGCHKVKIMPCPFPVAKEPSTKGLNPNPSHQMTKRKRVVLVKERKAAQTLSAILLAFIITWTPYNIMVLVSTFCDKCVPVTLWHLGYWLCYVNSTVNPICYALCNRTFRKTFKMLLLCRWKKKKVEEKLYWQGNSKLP
TAAR1 antagonist: human TAAR1 antagonists, primary screen, Fluo-8 calcium fluorescence, CHO RD-HGA16 cells; actives 1.5% (n = 360,000); antagonist; Trace amine-associated receptor 1 (Homo sapiens), Q96RJ0; inhibition, % at 3 µM; AID 624466, 2012;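 active means inhibition above a per-plate cutoff, the mean inhibition of test compounds on that plate plus 3 SD, cut at about 49% in these data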;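 further: 0% = DMSO plus EC80 beta-PEA response and 100% = DMSO alone without agonist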
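Test system: RD-HGA16 CHO cells with stable hTAAR1 and Gα16 / Probe or stimulus: EC80 β-phenethylamine stimulus / Times: seeding 17-24 h prior, 75-min 37 °C, 30-min RT dye loading / Detection: Fluo-8 calcium-sensitive fluorescence / Read-out basis: % inhibition scaled between DMSO and EC80 PEA controls / Repeats: singlicate, one well per test compound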
M5 ag: human M5 muscarinic receptor agonists, primary screen, CHO-K1 cells, Fluo-8 calcium fluorescence | CHO-K1 hM5 cells; 0% DMSO wells, 100% maximal acetylcholine response | activation, % at 3 µM | actives 0.19% (n = 360,000) | AID 624037, 2012;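 active means activation above the run's mean over test compounds plus 3 SD, cut at about 23% in these data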;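 further: signal is peak over basal fluorescence ratio across the kinetic read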
CRFBP-R2 agonist: agonists of CRF-BP/CRF-R2 complex, primary screen, cell-based, HEK293, calcium dye fluorescence, uHTS; activation, % at 13.2 µM; calcium dye fluorescence (FLIPR); percent of saturating CRF peptide response; actives 0.46% (n = 350,000); CRF-binding protein / CRF receptor 2 complex (human);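 active means activation of at least 50%, plus an integration ratio under a set limit after plate pattern correction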;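 further: plate controls were neutral control wells without compound for no effect and CRF at EC100 for full effect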
CHRM5 PAM: human M5 muscarinic receptor positive allosteric modulators, primary screen, CHO-K1 cells, Fluo-8 calcium fluorescence | Muscarinic acetylcholine receptor M5 (Homo sapiens), P08912 | CHO-K1 hM5, ACh EC20 PAM; 0% = ACh EC20, 100% = ACh EC100 | activation, % at 3 µM | actives 0.3% (n = 360,000);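 active means activation above the run cutoff, the mean activation of all test compounds plus 3 SD, cut at about 18% in these data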
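system = human M5 receptor in CHO-K1 cells | reagent = EC20 acetylcholine as agonist stimulus | compound dosing = single-point, 3 µM nominal | incubation = Fluo-8 loading 80 min at 37 °C plus 30 min room temperature | detection = Fluo-8 calcium dye fluorescence, kinetic read | benchmarks = low control EC20 acetylcholine (0%), high control EC100 acetylcholine (100%)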
CRFBP-R2 block: antagonists of CRF-BP/CRF-R2 complex, primary screen, cell-based, HEK293, calcium dye fluorescence, uHTS. CRF-induced calcium fluorescence. actives 0.59% (n = 350,000). AID 588475, 2011. inhibition, % at 11.8 µM;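 active means inhibition of the ligand-induced calcium signal above about 50% at the single tested concentration, limit read from the data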
The depositor's hits bear a star; . = not tested or not shown. Rows are unselected. Share with any hit: about 4.2%.

Sample of the layout (3 entries):
Key to letters: A = M4 PAM; B = M1 PAM parental; C = TAAR1 ag; D = CHRM5 antagonist; E = TAAR1 antagonist; F = M5 ag; G = CRFBP-R2 agonist; H = CHRM5 PAM; I = CRFBP-R2 block
> CNC(=O)C(=O)Nc1nc(C23CC4CC(CC(C4)C2)C3)cs1
  A: 3	B: -6	C: 2	D: -9	E: 3	F: -4	G: 0.5	H: 19*	I: -7
> CSc1cccc(NC(=S)NC(=O)CCc2ccccc2)c1
  A: -5	B: 7	C: 0	D: -11	E: -14	F: -5	G: 0.1	H: 1	I: -31
> CC(=O)Nc1ccc(NC(=O)CSc2ncnn2-c2ccccc2)cc1
  A: 1	B: 19	C: 2	D: 0	E: -4	F: -1	G: -1.1	H: -2	I: 3

This part in full, from the first entry:
Key to letters: A = M4 PAM; B = M1 PAM parental; C = TAAR1 ag; D = CHRM5 antagonist; E = TAAR1 antagonist; F = M5 ag; G = CRFBP-R2 agonist; H = CHRM5 PAM; I = CRFBP-R2 block
> CNC(=O)C(=O)Nc1nc(C23CC4CC(CC(C4)C2)C3)cs1
  A: 3	B: -6	C: 2	D: -9	E: 3	F: -4	G: 0.5	H: 19*	I: -7
> CSc1cccc(NC(=S)NC(=O)CCc2ccccc2)c1
  A: -5	B: 7	C: 0	D: -11	E: -14	F: -5	G: 0.1	H: 1	I: -31
> CC(=O)Nc1ccc(NC(=O)CSc2ncnn2-c2ccccc2)cc1
  A: 1	B: 19	C: 2	D: 0	E: -4	F: -1	G: -1.1	H: -2	I: 3
> CCCOc1ccc(N2C(=O)CC(N(CCC)C(=O)CCC(=O)O)C2=O)cc1 (stereo not drawn)
  A: 8	B: 17	C: 11	D: -3	E: 0	F: -2	G: -2.7	H: 0	I: -9
> CC[C@]12c3[nH]c4ccccc4c3CCN1C(=O)C(CC(=O)NCCN1CCOCC1)C[C@@H]2C(=O)N1CCN(C(=O)C2CC2)CC1 (stereo partly drawn)
  A: 6	B: 7	C: 1	D: 10	E: -3	F: 0	G: 1.6	H: -3	I: -6
> CCCCc1ccc(NS(=O)(=O)c2cccs2)cc1
  A: -4	B: 19	C: 13	D: 10	E: 12	F: -8	G: -1.8	H: -11	I: -15
> Cc1ccc(NC(=O)c2ncn(CCCN[C@H](C)c3cccc4ccccc34)n2)cc1C
  A: 3	B: 32	C: 28	D: 1	E: 10	F: 4	G: -1.6	H: 2	I: -15
> Cc1ccc(S(=O)(=O)Nc2ccccc2CNc2ccccn2)cc1
  A: -4	B: 6	C: 1	D: 2	E: -4	F: -5	G: -2.1	H: -5	I: 5
> COc1cccc(-n2nnc3c(=O)n(CC(=O)Nc4ccccc4C)cnc32)c1
  A: -2	B: 1	C: 0	D: -10	E: -11	F: -1	G: 3.3	H: 6	I: 10
> O=C(CCc1nc2ccccc2[nH]1)Nc1ccc2c(c1)OCO2
  A: 8	B: 7	C: 3	D: 5	E: -1	F: 0	G: 0.9	H: 1	I: 6
> Cc1ccc2nc(Nc3ccccc3)c(/C=N/O)c(=O)n2c1
  A: 0	B: -7	C: 6	D: -1	E: 11	F: 2	G: -4.9	H: -16	I: -8
> CS(=O)(=O)c1ccc(C(=O)NCC2(N3CCOCC3)CCCCC2)cc1
  A: 2	B: 20	C: 0	D: 19	E: 16	F: 0	G: 1.1	H: 0	I: 13
> CC(=O)Nc1cccc(-c2csc(C(C)(O)c3ccc(F)c(F)c3)n2)c1 (stereo not drawn)
  A: -1	B: 7	C: 4	D: 4	E: 29	F: 0	G: .	H: -4	I: .
> CC1(C)OC2OC(COC(=O)c3ccccc3)C3OC(C)(C)OC3C2O1 (stereo not drawn)
  A: -2	B: 19	C: 10	D: -6	E: -26	F: -2	G: 0.6	H: 1	I: 9
> O=C(O)c1cccc(COc2ccccc2Cl)c1
  A: 1	B: 7	C: 15	D: 3	E: -4	F: 2	G: -3.0	H: -4	I: 5
> Nc1ccc(C(=O)N2CCN(S(=O)(=O)c3ccc(Cl)cc3)CC2)cc1[N+](=O)[O-]
  A: -7	B: -5	C: .	D: 5	E: .	F: 0	G: -1.4	H: -10	I: -8
> CCOC(=O)Nc1ccc2c(CN3CCN(S(=O)(=O)c4ccc(C(C)C)cc4)CC3)cc(=O)oc2c1
  A: 7	B: -3	C: 2	D: 7	E: -1	F: 2	G: 2.9	H: 4	I: -3
> CC(CN1CCC(O)CC1)c1ccccc1 (stereo not drawn)
  A: -4	B: -5	C: 1	D: -3	E: -27	F: 0	G: 0.3	H: -4	I: 8
> CNc1nc(NCCOC23CC4CC(CC(C4)C2)C3)nc(OCC(F)(F)F)n1
  A: 7	B: 18	C: 10	D: -4	E: -3	F: -2	G: -0.1	H: 2	I: 3
> c1ccc(CN(Cc2ccccc2)Cc2nnc(-c3cc4ccccc4[nH]3)s2)cc1
  A: 15	B: 15	C: 6	D: 8	E: -3	F: -4	G: 35	H: -7	I: -6
> COc1cc(OC)c(NC(=O)C2CCCO2)cc1Cl (stereo not drawn)
  A: 4	B: 20	C: -1	D: -9	E: 5	F: 3	G: 1.5	H: 12	I: -3
> CCS(=O)(=O)N1CCN(c2cnn(-c3ccccc3)c(=O)c2Cl)CC1
  A: 0	B: 0	C: 3	D: -4	E: -8	F: -1	G: -1.2	H: -2	I: 5
> Cc1c(C(=O)Nc2cccc(Cl)c2)cn2c(nc3ccccc32)c1C#N
  A: 9	B: -9	C: 4	D: 1	E: 1	F: -1	G: 1.5	H: 4	I: -17
> COC(=O)C1=C(C(=O)OC)C2C(C)=CC(C)=CN2C(C(=O)OC)=C1C(=O)OC (stereo not drawn)
  A: -3	B: 7	C: 3	D: 6	E: 2	F: 0	G: 0.8	H: -2	I: -17
> CCOC(=O)c1c(C)nc2sc(C(=O)Nc3ccc(OC)cc3)c(N)c2c1-c1ccc(OC)cc1
  A: 2	B: -6	C: 14	D: 1	E: 19	F: 0	G: 4.4	H: 2	I: -11
> O=C(NCCCCc1ccccc1)C1CC(c2ccc([N+](=O)[O-])cc2)=NO1 (stereo not drawn)
  A: 4	B: 5	C: 3	D: 8	E: 14	F: -4	G: -1.1	H: 0	I: 9
> Cc1ccc(N2CC(C(=O)Nc3nnc(SCC(=O)N4CCOCC4)s3)CC2=O)cc1 (stereo not drawn)
  A: 2	B: -2	C: 1	D: 6	E: -23	F: -1	G: -0.4	H: -3	I: 6
> CC(=O)c1cccc(NC(=O)C2CCN(C(=O)c3ccc([N+](=O)[O-])cc3)CC2)c1
  A: 5	B: 18	C: 2	D: 13	E: -3	F: 0	G: 0.2	H: -2	I: -2
> O=C(Oc1cccc(Br)c1)c1cccnc1
  A: 10	B: 11	C: 0	D: -6	E: 3	F: -3	G: -2.8	H: 6	I: 22
> O=C(Oc1cccc2ccccc12)c1ccncc1
  A: 13	B: 11	C: -1	D: -3	E: -11	F: 0	G: -3.2	H: 10	I: 5
> O=C(NNC(=O)c1cccs1)c1ccccn1
  A: 1	B: 3	C: 0	D: -3	E: -3	F: -1	G: 2.1	H: 2	I: -3
> COc1ccccc1N1CCN(S(=O)(=O)c2c(C)[nH]c(C)c2C(=O)N2CCCCC2)CC1
  A: -1	B: 5	C: 2	D: 4	E: -24	F: -3	G: -1.2	H: -3	I: -4
> CC(=O)c1ccc(S(=O)(=O)N(C)CCCC(=O)N(C)Cc2ccccc2F)cc1
  A: -3	B: -7	C: 2	D: -1	E: -5	F: 0	G: -0.1	H: -8	I: 1
> CCOC(=O)CSc1nnc(CSc2nc(N)c3c(C)c(C)sc3n2)n1-c1ccccc1
  A: 3	B: 21	C: 2	D: 6	E: 6	F: 1	G: -1.9	H: 0	I: 4
> COC(=O)C1=CC(C(=O)c2cccs2)=NN(c2ccc(OC)cc2)C1C(=O)OC (stereo not drawn)
  A: 5	B: 15	C: 2	D: -1	E: 7	F: -1	G: 1.0	H: -2	I: 16
> C=CCn1c(NC(=O)c2ccco2)nc2ccccc21
  A: -5	B: -7	C: 0	D: -3	E: -15	F: -3	G: -0.3	H: 0	I: 9
> Cc1ccc(SCC(=O)Nc2ccc(N3CCN(C)CC3)c(F)c2)c(C)c1
  A: -13	B: 20	C: 60*	D: -2	E: 52*	F: -10	G: -1.2	H: -14	I: -1
> CCCCC1S/C(=N/N=C/c2ccc(OC)cc2)N(Cc2ccc(OC)cc2)C1=O (stereo not drawn)
  A: 6	B: -1	C: 3	D: 8	E: -2	F: 1	G: 3.2	H: -2	I: 9
> CCOC(=O)[C@@H]1[C@H]2COc3ccc(Br)cc3[C@@H]2N2C(=O)N(c3ccc(OC)cc3)C(=O)[C@]12C
  A: -2	B: 1	C: .	D: 12	E: .	F: 3	G: 3.3	H: -1	I: 21
> CCn1c2ccc(OC)cc2c2nc3ccccc3nc21
  A: .	B: .	C: -3	D: .	E: -16	F: .	G: 0.3	H: .	I: 21
> CC1CCc2c(sc(NC(=O)COC(=O)C3CCCO3)c2C#N)C1 (stereo not drawn)
  A: 5	B: 17	C: 1	D: 1	E: -8	F: -3	G: 3.9	H: 3	I: -11
> Cc1ccc(-c2csc(NC(=O)COC(=O)c3cccc(S(=O)(=O)N4CCOCC4)c3)n2)cc1
  A: .	B: .	C: 2	D: .	E: 25	F: .	G: -3.5	H: .	I: 13
> CCOC(=O)N1CCN(C(=O)C2CC(=O)N(Cc3ccc(OC)cc3)C2)CC1 (stereo not drawn)
  A: 0	B: -5	C: -3	D: 1	E: -21	F: -2	G: 0.5	H: -1	I: 9
> O=S(=O)(c1ccc(C(F)(F)F)cc1)N1CCN(CCc2ccccc2)CC1
  A: -2	B: 13	C: -2	D: 1	E: -16	F: -4	G: 0.5	H: -1	I: 11
